From PubChem
RORg inh = inhibitors of mouse ROR gamma transcriptional activity | 310,000 tested, 5.4% active | Potency, µM (highest dose often 53.6 µM), for inactives: at the top dose activity change, negative = inhibition, actives largely listed as inhibitors | Drosophila S2 Gal4-RORgamma UAS-luciferase reporter, 20 h | P51450; note: potency is the fitted concentration of half-maximal effect; % is set by controls: 0 for no effect and ±100 for the full control effect; nearly all actives have a fitted effect of over 60% in size
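ROR gamma transcriptional activity was tracked as Gal4-UAS luciferase output in stably transfected Drosophila Schneider cells, with compound added 1 hr before 700 uM copper sulfate induction and a 20 hr ambient-temperature incubation.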
p53 reactivator = restores transcriptional activity of mutant p53; H1299 p53-A138V BP100-luciferase reporter, luminescence, 24 h; Potency, µM (series often up to 92.2 µM), for inactives: at the highest dose activity change, positive = activation, usual class: activators; 320,000 tested, 0.063% active; note: potency is the fitted concentration of half-maximal effect; % of control where 0% means no effect; nearly all actives have a fitted effect of over 45% in size
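p53-null H1299 cells stably carrying temperature-sensitive p53-A138V and a BP100-luciferase reporter were pinned with compounds (4-point, 1:5 series) and held 24 hrs at 37 deg C. Luminescence was read 10 min after detection reagent.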
PKM2 activator = PKM2 (human) enzyme activation. P14618. purified PKM2, Kinase-Glo ATP luminescence, activation; response scale: 0% is enzyme alone, no compound. Potency, µM (doses to about 57.5 µM), for the others: at the top dose activation, actives largely listed as activators. 260,000 tested, 0.34% active. AID 1631; note: potency is the fitted concentration of half-maximal effect; % is set by controls: 0 for no effect and ±100 for the full control effect; nearly all actives have a fitted effect of over 55% in size
Target sequence (P14618 whole entry, looked up): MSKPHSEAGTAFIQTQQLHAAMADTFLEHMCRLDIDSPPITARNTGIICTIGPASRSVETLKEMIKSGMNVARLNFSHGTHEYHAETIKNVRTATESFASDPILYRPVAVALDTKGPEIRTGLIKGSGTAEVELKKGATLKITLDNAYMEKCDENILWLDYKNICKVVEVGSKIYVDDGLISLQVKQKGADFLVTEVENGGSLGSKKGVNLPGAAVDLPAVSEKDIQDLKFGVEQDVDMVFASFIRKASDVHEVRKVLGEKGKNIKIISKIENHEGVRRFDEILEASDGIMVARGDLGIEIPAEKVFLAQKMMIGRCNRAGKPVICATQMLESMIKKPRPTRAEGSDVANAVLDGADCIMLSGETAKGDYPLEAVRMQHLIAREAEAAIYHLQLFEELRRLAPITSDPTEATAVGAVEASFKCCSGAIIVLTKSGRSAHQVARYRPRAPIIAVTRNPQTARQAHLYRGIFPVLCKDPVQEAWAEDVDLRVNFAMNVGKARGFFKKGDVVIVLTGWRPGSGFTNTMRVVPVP
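Purified hPK-M2 (>95% pure) converted ADP (0.1 mM final) to ATP with 0.5 mM PEP in 50 mM imidazole pH7.2, KCl, MgCl2, Tween 20, BSA; 1 h at room temperature. ATP detected by Kinase-Glo luminescence.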
Gal4-VP16 FLuc = inhibits Gal4-VP16 luciferase reporter, ROR gamma counter-screen | Drosophila S2 Gal4-VP16 UAS-luciferase, luminescence, 20 h | Potency, µM (doses to about 53.6 µM), for inactives: top-dose activity, negative = inhibition, hits mostly inhibitors | 310,000 tested, 3.5% active | AID 2546;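 note: Gal4-VP16 expression switched on by copper sulfate through the metallothionein promoter; potency is the fitted concentration of half-maximal effect; % is set by controls: 0 for no effect and ±100 for the full control effect; nearly all actives have a fitted effect of over 50% in size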
ELG1 genotoxic = genotoxicity induction in ELG1-luciferase HEK293T cells; HEK293T ELG1-luciferase reporter, luminescence, 16 h; Potency, µM (titrated, usually from 46 µM), inactives show at the highest dose activity change, positive = activation, most hits filed as activators; 330,000 tested, 1.3% active; AID 504466; note: potency is the fitted concentration of half-maximal effect; % of control where 0% means no effect; nearly all actives have a fitted effect of over 60% in size
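HEK293T cells expressing luciferase-tagged ELG1 were exposed to compound or DMSO vehicle for 16 hr at 37 °C and 5% CO2. Luciferase activity was then measured with ONE-Glo after 30 min at room temperature.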
FLuc modulator = inhibits or activates purified firefly luciferase, miR-21 counter-screen; P08659; purified FLuc, Km substrates, luminescence inhibition; Potency, µM (top dose mostly 57.5 µM), for inactives: top-dose activity change, negative = inhibition, usual class: inhibitors; 360,000 tested, 6.9% active; AID 588342;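 note: potency is the fitted concentration of half-maximal effect; plate controls were vehicle for no effect and reference inhibitor for full effect; nearly all actives have a fitted effect of over 55% in size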
Target sequence (P08659 whole entry, looked up): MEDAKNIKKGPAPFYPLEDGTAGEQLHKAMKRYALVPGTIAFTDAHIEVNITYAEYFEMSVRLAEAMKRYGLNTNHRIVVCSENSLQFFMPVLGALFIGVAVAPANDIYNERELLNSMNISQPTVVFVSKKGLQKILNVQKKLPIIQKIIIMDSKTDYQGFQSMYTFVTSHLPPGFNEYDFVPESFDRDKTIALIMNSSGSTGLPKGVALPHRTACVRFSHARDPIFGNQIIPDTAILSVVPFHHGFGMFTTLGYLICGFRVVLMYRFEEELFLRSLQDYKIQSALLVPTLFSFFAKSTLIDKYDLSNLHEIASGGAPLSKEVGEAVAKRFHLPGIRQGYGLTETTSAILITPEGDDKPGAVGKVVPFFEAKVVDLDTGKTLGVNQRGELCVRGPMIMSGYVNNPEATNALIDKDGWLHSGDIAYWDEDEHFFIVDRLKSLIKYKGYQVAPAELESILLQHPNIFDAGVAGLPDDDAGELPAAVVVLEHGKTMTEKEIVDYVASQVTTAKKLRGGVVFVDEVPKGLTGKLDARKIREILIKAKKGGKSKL
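Biochemical qHTS of compounds, final roughly 60 µM downward over six points, against 10 nM purified firefly luciferase using Km concentrations of substrates (10 uM D-luciferin, 10 uM ATP) in Tris acetate pH 7.5 buffer; luminescence output.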
BRCA1 expr act = activators of BRCA1 expression. 380,000 tested, 1.1% active. Potency, µM (series often up to 46.1 µM), for inactives: at the highest dose activation, most hits filed as activators. MCF7-BRCA1-FFLuc reporter, luminescence, 48 h; response scale: scaled: vehicle 0%, 10 µM genistein 100%. AID 624202; note: potency is the fitted concentration of half-maximal effect; nearly all actives have a fitted effect of over 80% in size; some results filed as inactive show a strong effect at the top dose
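Reporter cells (MCF7, BRCA1 promoter-firefly luciferase) received library compounds across a concentration series for 48 h. End-point luminescence was measured and concentration-effect curves derived after normalization.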
Menin MLL FP TR = displaces Texas Red mutant MLL peptide from human menin; O00255; Menin + Texas Red MLL mutant peptide, fluorescence polarization; Potency, µM (highest dose often 61.6 µM), for the others: top-dose FP activity change, negative = inhibition, most hits filed as inhibitors; 270,000 tested, 0.23% active; AID 1768; active = well fitted inhibition curve with a large enough effect in the polarisation, with a control signal flat, not every such curve was filed as active; inconclusive = small, poorly fitted or top-dose-only effect, or effect the other way, or a change in a side signal; inactive = no such curve, though single readings can be large or run the other way; the % refers to the polarisation; note: potency is the fitted concentration of half-maximal effect; % of control where 0% means no effect; many of its hits are not listed in these tables
NPC1 prom act = NPC1 promoter activation | AID 485313 | Huh7 NPC1 promoter luciferase reporter, 24 h | 320,000 tested, 2.4% active | Potency, µM (highest dose often 9.22 µM), for inactives: top-dose activation, actives largely listed as activators;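 note: potency is the fitted concentration of half-maximal effect; % of control where 0% means no effect; nearly all actives have a fitted effect of over 60% in size; reporter is driven by a mutant NPC1 promoter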
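NPC1 promoter–luciferase Huh7 cells; 24 h compound; luminescence.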
Giardia kill = Giardia lamblia killing; Giardia lamblia trophozoite viability; activity change, % at 7.66 µM, hits read low; 340,000 tested, 0.15% active; in the data active = activity change below about -80%; inconclusive = between about -30% and that limit;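 note: parasites exposed to compound for two days anaerobically before the ATP read; % is set by controls: 0 for no effect and ±100 for the full control effect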
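Trophozoites 100 cells/well + cpd; 48 hrs, 37 deg C, anaerobic. ATPLite 1-Step added, 15-30 min RT, luminescence read (ATP-based viability).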
Rab9 promoter act = activators of Rab9 promoter. AID 485297. Potency, µM (doses to about 9.22 µM), for inactives: at the top dose activation, negative = inhibition, usual class: activators. 320,000 tested, 2.8% active. Huh7 Rab9 promoter-luciferase reporter, luminescence, 24 h; note: potency is the fitted concentration of half-maximal effect; % of control where 0% means no effect; nearly all actives have a fitted effect of over 60% in size
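Cells were plated at 1500 per well in reduced-serum medium with 10% FBS and left 2 h. Compound in DMSO was then added for 24 h at 37 °C. Reporter signal was read by luminescence after 10 min with luciferase detection reagent.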
* = called active by the depositor; ? = inconclusive; . = no result given; [ ] = remark or other dose. Unless noted, calls come from the whole dose curve; as a rule, active = well fitted curve in the direction sought with a large enough effect; inconclusive = small, poorly fitted or top-dose-only effect, or another doubt; inactive = no such curve, though single readings can be large; an effect the other way counts as inactive or inconclusive.

Screens in order – BRCA1 expr act, RORg inh, p53 reactivator, Gal4-VP16 FLuc, Menin MLL FP TR, ELG1 genotoxic, Rab9 promoter act, PKM2 activator, NPC1 prom act, Giardia kill, FLuc modulator
- CC(=O)Nc1ccc(CN2CCCCCC2)cc1
  1%, -9%, ., 8%, -3%, 0%, -2%, 1%, -1%, -8, -1%
- Cc1ccc(O/C=C2\OC(=O)c3ccccc32)cc1
  5%, ?, -6%, -1%, ?, 5%, -4%, 0%, 0%, -24, -1%
- CCOCCCNS(=O)(=O)c1cc(Br)cc2c1N(C(=O)C1CC1)CC2
  1%, 19%, -2%, 1%, 0%, 2%, -4%, 0%, -2%, 3, 0%
- O=C(NCCN1CCOCC1)Nc1ccc(F)cc1
  0%, 12%, 15%, -12%, 11%, 1%, -7%, -2%, 0%, 16, -1%
- COc1ccccc1C1C(C#N)=C(N)N(c2cccnc2)C2=C1C(=O)CC(C)(C)C2 (configuration not stated)
  1%, ?, -3%, 1%, -15%, 5%, 1%, 6%, -1%, 13, -1%
- COc1ccc(CCNC(=O)COc2ccc(S(=O)(=O)NC3CCCCC3)cc2Cl)cc1OC
  -39%, 35%, -2%, -21%, -1%, -4%, -2%, -3%, -5%, 1, 0%
- COc1ccc(C2c3ccc(O)cc3Oc3ncn4nc(-c5ccco5)nc4c32)cc1OC (configuration not stated)
  -4%, -15%, -1%, 9%, ., 3%, -4%, 7%, -1%, 11, 6%
- CCOC(=O)C(NS(=O)(=O)c1ccc(C)cc1)(C(F)(F)F)P(=O)(OCC(C)C)OCC(C)C (configuration not stated)
  -49%, -17%, 11%, -32%, -16%, -9%, 4%, -1%, -1%, -6, 2%
- COC(=O)c1ccc(/C=N\NC(=O)c2ccc(C)cc2Cl)cc1
  39%, -34%, -2%, -1%, ., 0%, 29%, -1%, 2%, 1, -19%
- CCc1nn(-c2ccccc2)c2c1-c1cc(OC)c(OC)cc1C1(N2)C(=O)Nc2ccccc21 (configuration not stated)
  -61%, 19%, 2%, -8%, 0%, -1%, 4%, -4%, 0%, 14, 0%
- Cn1c(CNC(=O)c2ccc(Cl)cc2)nnc1SCC(=O)N1CCOCC1
  -11%, -8%, 0%, -1%, ., -1%, 2%, ., 9%, -7, 1%
- Cc1cc2nc3c(=O)n(Cc4ccccc4)c(=O)[nH]c3nc2cc1N
  13%, -13%, 5%, 4%, ., 14%, -3%, -2%, -1%, 2, -1%
- COc1ccc(N2C(=O)C3CCCN3C2c2cccc(C)c2)cc1 (configuration not stated)
  5%, -17%, -1%, -3%, 1%, 5%, 4%, 4%, 0%, -6, 0%
- COc1ccc(CCNC(=O)c2cc(=O)[nH]c3ccccc23)cc1
  45%, -17%, 1%, 8%, 13%, 4%, -4%, ., -14%, -12, 0%
- CCCCCC(=O)Nc1cccc(C2=NOC3(C2)C[C@H](C(N)=O)N(C(=O)CCCCC)C3)c1 (some centres not stated)
  -10%, 0%, -2%, -15%, ., -9%, -7%, -3%, -4%, -5, -4%
- COCCCNC(=O)CC(C)c1ccccc1 (configuration not stated)
  4%, -3%, -3%, 7%, 2%, 1%, -7%, 0%, 2%, 3, 4%
- CCCn1c(Nc2ccccc2)nc2ccccc21
  -4%, -8%, 2%, 4%, 1%, 0%, -4%, -2%, 1%, -14, 3%
- Oc1ccc(CNCC2COc3ccccc3O2)cc1 (configuration not stated)
  41%, -10%, -2%, -4%, -9%, -1%, 13%, -8%, 7%, -16, -4%
- CCCNC(=O)C1(O)c2cc(Br)ccc2NC(=O)N1c1ccc(Cl)cc1 (configuration not stated)
  0%, 1%, -3%, 4%, -2%, -10%, -11%, ., -1%, 25, -2%
- CCCCCCSc1nnc(-c2cnn(-c3ccccc3)c2-n2cccc2)n1C
  -27%, -2%, 1%, ?, -4%, -10%, -2%, -1%, -3%, 26, 3%

Further records:
Screens in order – BRCA1 expr act, RORg inh, p53 reactivator, Gal4-VP16 FLuc, Menin MLL FP TR, ELG1 genotoxic, Rab9 promoter act, PKM2 activator, NPC1 prom act, Giardia kill, FLuc modulator
- Cc1ccc(-c2nn3nnnc3c3ccccc23)cc1
  -9%, 5%, -4%, -1%, 1%, -3%, -4%, 0%, 1%, -22, 0%
- CN(C)c1nc(OCCNC(=O)COc2ccc(Cl)cc2Cl)nc(N(C)C)n1
  -7%, ?, -1%, -2%, 6%, -9%, 1%, -22%, 3%, 4, -2%
- COc1ccccc1NS(=O)(=O)c1ccc(O)cc1
  1%, 25%, -1%, -6%, -1%, -5%, 0%, 4%, -3%, 11, 3%
- O=C(Nc1ccc(Oc2cccnc2)cc1)c1ccccc1Cl
  87%, ?, 11%, -16%, 25%, -3%, 18%, 1%, 11%, -11, ?
- COc1ccc(NC(=O)C2CC(=O)N(CCc3ccc(Cl)cc3)C2)cc1 (configuration not stated)
  -10%, 0%, -6%, -7%, ., -13%, 10%, 3%, -2%, 3, 1%
- CCN(c1cccc(C)c1)S(=O)(=O)c1csc(C(N)=O)c1
  -2%, -6%, -2%, 2%, -12%, -2%, -6%, ., -3%, -11, 0%
- O=C(Cc1ccccc1)NCCSC1CCCCC1
  ?, 40%, 6%, 12%, -5%, 8%, 18%, -13%, 15%, 26, -11%
- O=C1N=C(N2CCCC2)S/C1=C\c1cccc(Br)c1
  40%, 27%, ?, 14%, 15%, ?, 18%, 1%, 16%, ?, ?
- CN1CCc2nc(SCC(=O)Nc3cccc(F)c3)c(C#N)c(-c3cccs3)c2C1
  -6%, 9%, 0%, -1%, ?, 2%, -3%, 18µM*, -2%, -4, -1%
- O=C(NCC(=O)N1CCCC(C(F)(F)F)C1)c1ccc2ccccc2c1 (configuration not stated)
  11%, ., -4%, ., ., 2%, 1%, ., 9%, -5, -5%
- O=C(CCc1ccccc1)NNC(=O)c1ccc(NC(=O)c2ccccc2)cc1
  -2%, -1%, 8%, -10%, ?, 2%, 2%, -2%, 1%, -4, -6%
- CCOC(=O)c1cc(C)sc1N1C(=O)C2C3C=CC(C3)C2C1=O (configuration not stated)
  2%, 24%, 0%, 6%, ., -1%, -4%, 2%, -3%, -19, 1%
- COc1ccc(/C(O)=C/C(=O)C(=O)NNC(=O)C(O)(c2ccccc2)c2ccccc2)cc1
  -27%, 3%, -21%, -7%, 18%, -5%, 0%, 3%, -3%, -28, 16%
- Cc1cccc(CN2C(=O)CCSc3ccc(Cl)cc32)c1
  -33%, 35%, 4%, -9%, -9%, -2%, 0%, 1%, -5%, -20, 2%
- CN1OC(COC(=O)c2ccccc2)CC1c1ccccc1 (configuration not stated)
  2%, 17%, ?, 3%, -24%, 3%, 8%, 0%, ?, 33[activator], 6.7µM*
- Cc1ccc(C2=NC3(CCCCC3)NC2=S)cc1
  11%, 2µM*, 7%, 4µM*, 4%, 5%, ?, 4%, 17%, -14, ?
- Cc1cc(C)cc(NC(=O)COC(=O)CCCNC(=O)c2ccc(Cl)cc2)c1
  2%, 4%, -10%, 3%, 5%, -1%, -5%, 2%, 0%, -14, 12µM*
- COCCNC(=O)CN1CCN(S(=O)(=O)c2ccc3c(c2)CCCC3)CC1
  6%, ., 4%, ., ., 0%, -4%, ., -4%, 2, 2%
- CN(CCc1ccccn1)C(=O)Nc1cccc(Cl)c1
  40%, 11%, 1%, 1%, ., 2%, 2%, 4%, -2%, 10, 1%

In a second layout: entries from further up
> Cc1ccc(-c2nn3nnnc3c3ccccc23)cc1
  BRCA1 expr act = -9%
  RORg inh = 5%
  p53 reactivator = -4%
  Gal4-VP16 FLuc = -1%
  Menin MLL FP TR = 1%
  ELG1 genotoxic = -3%
  Rab9 promoter act = -4%
  PKM2 activator = 0%
  NPC1 prom act = 1%
  Giardia kill = -22
  FLuc modulator = 0%
> COc1ccc(/C(O)=C/C(=O)C(=O)NNC(=O)C(O)(c2ccccc2)c2ccccc2)cc1
  BRCA1 expr act = -27%
  RORg inh = 3%
  p53 reactivator = -21%
  Gal4-VP16 FLuc = -7%
  Menin MLL FP TR = 18%
  ELG1 genotoxic = -5%
  Rab9 promoter act = 0%
  PKM2 activator = 3%
  NPC1 prom act = -3%
  Giardia kill = -28
  FLuc modulator = 16%
> CN1CCc2nc(SCC(=O)Nc3cccc(F)c3)c(C#N)c(-c3cccs3)c2C1
  BRCA1 expr act = -6%
  RORg inh = 9%
  p53 reactivator = 0%
  Gal4-VP16 FLuc = -1%
  Menin MLL FP TR = ?
  ELG1 genotoxic = 2%
  Rab9 promoter act = -3%
  PKM2 activator = 18µM*
  NPC1 prom act = -2%
  Giardia kill = -4
  FLuc modulator = -1%
> CCN(c1cccc(C)c1)S(=O)(=O)c1csc(C(N)=O)c1
  BRCA1 expr act = -2%
  RORg inh = -6%
  p53 reactivator = -2%
  Gal4-VP16 FLuc = 2%
  Menin MLL FP TR = -12%
  ELG1 genotoxic = -2%
  Rab9 promoter act = -6%
  PKM2 activator = .
  NPC1 prom act = -3%
  Giardia kill = -11
  FLuc modulator = 0%

Some of the compounds tested (hit frequency here may not be typical).
